Screens (PubChem)
MBNL1 CUG block = qHTS Assay for Inhibitors of MBNL1-poly(CUG) RNA binding; Muscleblind-like protein 1 (Homo sapiens), Q9NR56; TR-FRET MBNL1-His/biotin-(CUG)12 binding, 665/545 ratio; Potency, µM (titrated, usually from 57.5 µM), for inactives: top-dose activity change, negative = inhibition, actives largely listed as inhibitors; actives 0.036% (n = 280,000); active = well fitted inhibition curve with a large enough effect in the signal ratio, with a control signal flat, not every such curve was filed as active; inconclusive = small, poorly fitted or top-dose-only effect, or effect the other way, or a change in a side signal; inactive = no such curve, though single readings can be large or run the other way; the % refers to the signal ratio; note: potency is the fitted concentration of half-maximal effect; % is set by controls: 0 for no effect and ±100 for the full control effect
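Ratiometric TR-FRET (665 over 545 nm, excitation 340 nm) tracks disruption of MBNL1-His/biotin-(CUG)12 complex after 60 min at room temperature, with compounds at 92 nM to 58 uM final.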
CXXC DNA block = qHTS Fluorescence Polarization Assay for Inhibitors of MLL CXXC domain - DNA interaction. Histone-lysine N-methyltransferase 2A (Homo sapiens), Q03164. MLL-CXXC / FITC-HOXA9 DNA fluorescence polarization. Potency, µM (top dose mostly 115 µM), for inactives: at the highest dose activity change, negative = inhibition, hits mostly inhibitors. actives 0.037% (n = 290,000). AID 2662, 2010; active = well fitted inhibition curve with a large enough effect in the polarisation, with a control signal flat, not every such curve was filed as active; inconclusive = small, poorly fitted or top-dose-only effect, or effect the other way, or a change in a side signal; inactive = no such curve, though single readings can be large or run the other way; the % refers to the polarisation; note: potency is the fitted concentration of half-maximal effect
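Purified MLL-CXXC (added from a 7 uM solution) was preincubated 5 min at ambient with pinned compounds in 50 mM Tris-HCl pH 7.5, 50 mM NaCl, 1 mM DTT, 0.05% BSA. Fluorescein-labeled HOX-A9 DNA (50 nM solution) followed, 30 min, then polarization read.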
Mito fusion act = qHTS Assay for Small Molecule Inhibitors of Mitochondrial Division or Activators of Mitochondrial Fusion; actives 0.23% (n = 320,000); S. cerevisiae fusion-defective mutant growth rescue, CellTiterGlo 48 h; Potency, µM (top dose mostly 46.1 µM), for the others: at the highest dose growth rescue (activation), actives largely listed as activators;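 note: potency is the fitted concentration of half-maximal effect; % of control where 0% means no effect; nearly all actives have a fitted effect of over 45% in size; temperature-sensitive fusion mutants such as fzo1-1 at 37 °C on non-fermentable ethanol glycerol medium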
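S. cerevisiae fusion-defective temperature-sensitive mutants (e.g. fzo1-1, mgm1-5) grown 48 h at 37C in YPEG (ethanol/glycerol non-fermentable) medium with 23 nl compound per well; growth rescue read as CellTiterGlo luminescence.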
ASM inhibitor = Inhibitors of Secretory Acid Sphingomyelinase (S-ASM): qHTS. Potency, µM (highest dose often 57.5 µM), inactives show at the highest dose activity change, negative = inhibition, most hits filed as inhibitors. placental ASM, HMU-PC fluorogenic substrate, 60 min. actives 0.006% (n = 340,000); note: potency is the fitted concentration of half-maximal effect
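qHTS format. ASM enzyme prepared from human placenta hydrolyses the fluorogenic substrate HMU-PC0 (9 uM final) over 60 min at 37 °C after a 10 min compound preincubation.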
TCR activator = Activators of T cell receptors: qHTS campaign; primary human leukocytes, anti-CD3, IL-2 HTRF, 48 h; Potency, µM (doses to about 9.22 µM), without a hit: at the top dose activation of IL-2 secretion, hits mostly activators; 330,000 tested, under 10 active; AID 504894, 2011; note: % of control where 0% means no effect
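Readout: HTRF IL-2, Eu-cryptate/d2 antibody pair, 320nm excitation, 665nm emission. Stimulus: a-CD3 beads, no co-stimulation. Cells: primary human leukocytes. Exposure: 48 hr with compound.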
a7 integrin act = qHTS for Activators of Integrin-Mediated Alleviation for Muscular Dystrophy; alpha7betagal myoblasts, beta-gal FDG fluorescence, 48 h; Potency, µM (titrated, usually from 38.3 µM), without a hit: top-dose activation, usual class: activators; actives 0.064% (n = 350,000); AID 624291, 2012;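 note: potency is the fitted concentration of half-maximal effect; 100% = response of the positive control SU9516; nearly all actives have a fitted effect of over 60% in size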
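alpha7betagal+/- myoblasts (passage 13, 250/well) treated 48 h at 37C with compounds at 1:260 dilution of DMSO stock. Lysed, then beta-galactosidase activity read as FDG fluorescence (ex 480/em 540) after 30 min, with pre-read for autofluorescence.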
Menin-MLL TR inh = qHTS Assay for Inhibitors Targeting the Menin-MLL Interaction in MLL Related Leukemias: Competition With Texas Red Labeled MLL-derived Mutant Peptide | Potency, µM (titrated, usually from 61.6 µM), inactives show at the highest dose FP activity change, negative = inhibition, usual class: inhibitors | O00255 | actives 0.23% (n = 270,000) | Menin + Texas Red MLL mutant peptide, fluorescence polarization; active = well fitted inhibition curve with a large enough effect in the polarisation, with a control signal flat, not every such curve was filed as active; inconclusive = small, poorly fitted or top-dose-only effect, or effect the other way, or a change in a side signal; inactive = no such curve, though single readings can be large or run the other way; the % refers to the polarisation; note: potency is the fitted concentration of half-maximal effect; % of control where 0% means no effect; many of its hits are not listed in these tables
Target sequence (O00255 whole entry, looked up): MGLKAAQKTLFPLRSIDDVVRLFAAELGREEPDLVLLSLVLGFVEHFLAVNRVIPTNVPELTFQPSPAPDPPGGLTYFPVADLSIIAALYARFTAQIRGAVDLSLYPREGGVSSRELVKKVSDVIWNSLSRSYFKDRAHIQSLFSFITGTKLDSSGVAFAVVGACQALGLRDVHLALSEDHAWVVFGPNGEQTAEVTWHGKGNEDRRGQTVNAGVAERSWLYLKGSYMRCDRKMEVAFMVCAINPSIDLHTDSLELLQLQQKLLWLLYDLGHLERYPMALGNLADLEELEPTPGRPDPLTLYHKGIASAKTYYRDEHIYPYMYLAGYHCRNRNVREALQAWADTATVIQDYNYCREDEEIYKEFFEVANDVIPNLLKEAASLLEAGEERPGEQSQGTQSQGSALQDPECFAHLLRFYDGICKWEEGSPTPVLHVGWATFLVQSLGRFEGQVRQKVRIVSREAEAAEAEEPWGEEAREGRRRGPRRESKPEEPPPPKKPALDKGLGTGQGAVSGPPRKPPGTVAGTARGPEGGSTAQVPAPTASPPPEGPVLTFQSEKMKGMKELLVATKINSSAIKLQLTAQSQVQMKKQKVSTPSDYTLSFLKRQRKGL
AT treatment = qHTS Assay for Identifying a Potential Treatment of Ataxia-Telangiectasia | actives 0.19% (n = 320,000) | Potency, µM (highest dose often 57.5 µM), for the others: top-dose activation, most hits filed as activators | […] A-T fibroblasts, KAP-1 phosphorylation AlphaLISA; neocarzinostatin DNA damage 30 min before lysis | AID 485349, 2010; note: potency is the fitted concentration of half-maximal effect; % of control where 0% means no effect; nearly all actives have a fitted effect of over 45% in size
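hTERT-immortalized A-T patient fibroblasts ([…]), 500 cells/well in OPTI-MEM, 1% FBS, got compounds for 60 min, then NCS for 30 min at 37C. Lysates were then assayed for phospho-KAP-1 by AlphaLISA (anti-pKAP1 donor, anti-KAP1 acceptor beads), 6 hr at 25C.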
TSG101-PTAP inh = qHTS Assay for Iinhibitors of HIV-1 Budding by Blocking the Interaction of PTAP/TSG101 | Tumor susceptibility gene 101 protein (Homo sapiens), Q99816 | Fluorescence polarization, FITC-PTAP peptide / Tsg101 binding | Potency, µM (highest dose often 115 µM), without a hit: at the top dose activity change, negative = inhibition, most hits filed as inhibitors | 340,000 tested, under 10 active; active = well fitted inhibition curve with a large enough effect in the main read-out, with a control signal flat, not every such curve was filed as active; inconclusive = small, poorly fitted or top-dose-only effect, or effect the other way, or a change in a side signal; inactive = no such curve, though single readings can be large or run the other way; note: potency is the fitted concentration of half-maximal effect; % of control where 0% means no effect
Target sequence (Q99816 whole entry, looked up): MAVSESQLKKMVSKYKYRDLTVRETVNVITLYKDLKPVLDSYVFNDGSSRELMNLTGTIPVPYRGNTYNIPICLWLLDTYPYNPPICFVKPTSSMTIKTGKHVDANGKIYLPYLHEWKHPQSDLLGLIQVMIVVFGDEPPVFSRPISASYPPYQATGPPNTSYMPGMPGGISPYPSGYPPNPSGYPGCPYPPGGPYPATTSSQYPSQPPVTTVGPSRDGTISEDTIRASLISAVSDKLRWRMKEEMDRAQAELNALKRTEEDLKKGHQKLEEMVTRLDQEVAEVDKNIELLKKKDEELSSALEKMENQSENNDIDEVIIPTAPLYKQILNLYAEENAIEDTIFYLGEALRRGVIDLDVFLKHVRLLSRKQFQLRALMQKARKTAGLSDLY
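Fluorescence polarization binding of Tsg101 binding domain (10 uM final) to FITC-labeled PTAP peptide (50 nM final) in HEPES pH 7.5 buffer with NaCl, Tween 20, EDTA, TCEP. Compounds added before peptide; binding 20 min at RT.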
TSHR antag = Antagonists of the Thyroid Stimulating Hormone Receptor: HTS campaign. actives 0.2% (n = 330,000). TSHR-expressing cells, TSH-stimulated cAMP HTRF, 2 h; hits give low values. activity change, negative = inhibition, % at 11.5 µM. Thyrotropin receptor (Homo sapiens), P16473. AID 504810, 2011;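 active = activity change below a set negative limit, meaning inhibition stronger than a set level, cut at about -70% in these data; inconclusive = activity change between two set negative limits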; note: % is set by controls: 0 for no effect and ±100 for the full control effect
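Inhibition of cAMP made by TSHR-expressing cells under TSH stimulation (4nM final, EC80; 2 h, 37 deg C) is quantified with a one-step lysis HTRF kit, anti-cAMP cryptate versus cAMP-d2.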
Numbers without * were called inactive; ? = inconclusive; . = not tested or not shown; [ ] = dose if it differs, or a comment. Unless noted, calls come from the whole dose curve; as a rule, active = well fitted curve in the direction sought with a large enough effect; inconclusive = small, poorly fitted or top-dose-only effect, or another doubt; inactive = no such curve, though single readings can be large; an effect the other way counts as inactive or inconclusive. An excerpt; rates above refer to the full screens.

SMILES | MBNL1 CUG block | CXXC DNA block | Mito fusion act | ASM inhibitor | TCR activator | a7 integrin act | Menin-MLL TR inh | AT treatment | TSG101-PTAP inh | TSHR antag
Cc1ccc(OCC(=O)N2CCN(C(=O)c3cccc(F)c3)CC2)cc1 | 9% | 0% | 3% | 2% | 4% | -21% | -17% | 2% | -2% | -12
Cc1cc(NC(=O)CN2CCC(O)(c3cccc(F)c3)CC2)no1 | 1% | 15% | 1% | 3% | -3% | -9% | 7% | 11% | 1% | 1
Cc1ccsc1C(=O)NNC(=O)COc1ccc(Br)cc1 | . | . | . | 0% | -3% | 7% | . | 7% | 0% | -6
COc1cc(/C=N/NC(=O)C(=O)NCc2ccco2)cc(Cl)c1O | ? | -5% | -3% | 6% | 3% | -1% | . | -4% | -3% | -9
CCOC(=O)Cc1csc(NC(=O)COc2ccccc2OC)n1 | 0% | 2% | 4% | 4% | -1% | 28% | -2% | 10% | -1% | -22
CC(C(=O)N(C)Cc1cccc(F)c1)N1CCN(S(=O)(=O)c2ccc3c(c2)OCCCO3)CC1 (configuration not stated) | . | . | 4% | 1% | 0% | -19% | . | 1% | 0% | -19
COC(=O)c1ccc(C(=O)OC)c(NC(=S)N2CCCC2)c1 | 2% | 11% | 8% | -3% | 1% | 23% | 0% | 5% | 1% | 8
CCN(C[C@H]1N[C@@](Cc2ccccc2)(C(=O)OC)[C@H]2C(=O)N(Cc3ccccc3)C(=O)[C@@H]12)C(=O)c1ccc(C)cc1 | . | . | . | -2% | -3% | -5% | . | -9% | -2% | 24
Cc1cc(O)cc(=O)n1Cc1ccco1 | -2% | 1% | -2% | 4% | -4% | -1% | 4% | -5% | -3% | 3
Cc1nc(N2CCN(c3ccc(Cl)cc3)CC2)[nH]c(=O)c1C | -5% | 19% | 3% | 0% | -4% | 0% | 4% | 2% | -3% | -1
O=C(O)c1ccccc1CSc1nc2ccccc2s1 | 0% | 18% | 26% | 2% | -2% | -9% | ? | -5% | 1% | -8
CCn1cc(C(=O)OCC(=O)c2cc(C)n(-c3ccccc3F)c2C)c(=O)c2ccc(C)nc21 | . | 9% | -17% | -8% | 0%[46.1 µM] | -13% | ? | -1% | 0% | -2
Cc1ccc(OCCN2C(=O)NC3(CCc4ccccc4C3)C2=O)cc1 (configuration not stated) | . | 0% | 6% | -5% | -9%[46.1 µM] | 23% | -7% | 1% | -4% | -12
C=CCC1Cc2c(cccc2[N+](=O)[O-])C(CC=C)N1 (configuration not stated) | 27% | 7% | -15% | -5% | -27% | -7% | -2% | -2%[11.5 µM] | -1% | -24
CCOC1=C/C(=C/c2c(N)n3nc(CC(=O)N4CCCC4)sc3nc2=O)C=CC1=O | ? | ? | -5% | -8% | 1% | 0% | ? | -9% | -6% | 9
COc1ccc2c(CC(=O)OCC(=O)NC(N)=O)coc2c1 | . | -3% | 8% | 3% | -1% | 3% | . | 0% | -4% | -10
N/C(=N\OC(=O)CCCc1ccccc1)c1cccnc1 | 1% | 71%[activator] | 0% | 0% | -5%[46.1 µM] | 30% | 17% | 6% | -1% | -35
C[C@H](NC(=O)c1ncn(C)c1C(=O)N[C@@H](C)c1ccccc1)c1ccccc1 | . | . | . | -6% | 5% | 6% | . | 5% | 2% | 19
Cc1nn(Cc2ccc([N+](=O)[O-])cc2)c(=O)n1-c1ccc(F)cc1 | 17% | ? | 1% | 0% | -6% | 0% | 0% | 11% | -6% | 6
Cn1c(=O)[nH]c(=O)c2c1nc(N1CCCCC1)n2C/C=N/NC(=O)c1cc(Br)ccc1O | -1% | -25% | 2% | 1% | -1% | -17% | . | -35% | -1% | -3
CCc1ccccc1NC(=O)Nc1ccon1 | 0% | 3% | -1% | 1% | -1% | -9% | 3% | 6% | 0% | -8
Cc1ccc(CNC(=O)CN(C)S(=O)(=O)c2cccc3nsnc23)cc1 | ? | -4% | -3% | 0% | 2% | -8% | 18% | 2% | -4% | -2
COc1ccc(N(C(=O)c2ccco2)C(C(=O)NC2CCCCC2)c2cccs2)cc1OC (configuration not stated) | 9% | -3% | 0% | 4% | 7%[46.1 µM] | -20% | -9% | -2% | 0% | -4
CC1CN(C(=O)CCNC(=O)c2ccc(Cl)cc2)CC(C)O1 (configuration not stated) | -3% | 0% | -1% | -1% | 6% | ? | . | -11% | -3% | -3
O=c1[nH]c(S)nc2sc3c(c12)CCCC3 | 5% | 51%[activator] | -2% | -9% | -5% | -33% | ? | -2% | 0% | 0

Next entries
SMILES | MBNL1 CUG block | CXXC DNA block | Mito fusion act | ASM inhibitor | TCR activator | a7 integrin act | Menin-MLL TR inh | AT treatment | TSG101-PTAP inh | TSHR antag
CCOC(=O)Cc1csc(NC(=O)c2ccc(F)cc2)n1 | -3% | 11% | -11% | -1% | 10% | 7% | 2% | -5% | -4% | -2
O=C(NCCc1ccccc1)C(=O)NCCC1CCCCN1S(=O)(=O)c1cccs1 (configuration not stated) | . | . | 4% | -1% | 3% | 16% | . | -3% | -1% | -7
CC(=O)c1ccc(NS(=O)(=O)c2c(C)cc(C)cc2C)cc1 | 12% | 1% | 24% | 4% | -6% | 14% | 29% | 1% | 1% | -2
COc1ccc(C(=O)CCC(=O)Nc2ccc(Cl)cc2)cc1 | -7% | 13% | -1% | -2% | 2% | 0% | -19% | -10% | -1% | 1
CCCn1c(SCc2ccc(C(=O)OC)o2)nc2ccccc2c1=O | -1% | 9% | 5% | -17% | -7% | ? | ? | 12% | -5% | -13
NC(=O)c1ccccc1[N+](=O)[O-] | . | . | 0% | -3% | 14% | . | . | 15% | 0% | 0
CCN(CC(=O)Nc1c(F)cccc1F)C(=O)c1ccccn1 | . | . | -5% | 1% | -1% | 20% | . | 5% | -4% | -1
CCOC(=O)Cc1nnc(NCc2ccccc2)c2ccccc12 | 1% | 15% | 5% | 4% | -1% | -13% | -17% | 25% | -2% | -3
COCCNc1nc2c(c(=O)n(C)c(=O)n2C)n1Cc1cccc(C)c1 | -1% | 2% | 10% | -1% | . | -50%[inhibitor] | 0% | 8% | -7% | 2
CC(=O)N(C)c1ccc(N=Cc2cc3c(cc2[N+](=O)[O-])OCO3)cc1 | . | . | . | -2% | 4% | -28% | . | . | -2% | .
COc1cccc(C2c3[nH]c4ccccc4c3CCN2Cc2cccn2-c2ncccn2)c1 (configuration not stated) | -6% | 17% | -8% | 6% | 0% | 6% | 14% | 0%[11.5 µM] | -1% | 0
Nc1cc(C(F)(F)F)cc([N+](=O)[O-])c1N | ? | -4% | 0% | -4% | -4% | -39% | 20% | 1% | -1% | 5
CC(=O)/C=C1/SC(CC(=O)O)C(=O)N1c1ccccc1 (configuration not stated) | -8% | 2% | -9% | 5% | 10%[46.1 µM] | 32% | 0% | 0% | -2% | -11
COc1cc(OC)c(S(=O)(=O)NC(C)C)cc1S(=O)(=O)NC(C)C | -4% | 14% | -4% | 4% | -3% | 7% | 10% | -1% | 0% | 1
Cc1cc(C)cc(-n2cc[nH]c2=S)c1 | -9% | 4% | -8% | 4% | 0%[46.1 µM] | 5% | -5% | 2% | -3% | -4

Only TSG101-PTAP inh (3 entries from above):
Structure | TSG101-PTAP inh
O=C(NCCc1ccccc1)C(=O)NCCC1CCCCN1S(=O)(=O)c1cccs1 (configuration not stated) | -1%
CC(=O)c1ccc(NS(=O)(=O)c2c(C)cc(C)cc2C)cc1 | 1%
COc1ccc(C(=O)CCC(=O)Nc2ccc(Cl)cc2)cc1 | -1%
